Screens (PubChem BioAssay)
Tau FP inhib = blocks human tau fibril formation measured by polarization; actives 0.39% (n = 280,000); Potency, µM (doses to about 57.7 µM), without a hit: at the highest dose activity, negative = inhibition, hits mostly inhibitors; AID 1468; K18 P301L tau heparin fibrillization, Alexa594 FP, 6 h; also: % is scaled to controls: 0 for no effect and ±100 for the full control effect; nearly all actives have a fitted effect of over 55% in size
Target sequence (P10636 561-689 P618L limits assumed): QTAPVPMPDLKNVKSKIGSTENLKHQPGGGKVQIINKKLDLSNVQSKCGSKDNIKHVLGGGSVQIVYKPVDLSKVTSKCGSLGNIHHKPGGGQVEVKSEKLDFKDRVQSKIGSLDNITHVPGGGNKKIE
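Human tau K18 […] P301L fragment, 15 uM unlabeled plus 0.24 uM Alexa 594-labeled tau (final), with compound and 20 uM heparin in 100 mM sodium acetate pH 7; 6 hr at 37 C, then Alexa 594 FP read.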
GAA glycogen = alters human alpha-glucosidase cleavage of glycogen; P10253; recombinant GAA, glycogen substrate, Amplex Red glucose oxidase fluorescence; actives 0.38% (n = 300,000); Potency, µM (doses to about 76.4 µM), for the others: top-dose activity change, negative = inhibition, actives largely listed as inhibitors;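 also: 0% = full enzyme reaction and -100% = no-enzyme basal signal; the screen sought inhibitors and activators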
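Recombinant enzyme (4 nM final) with compounds titrated up to 77 uM and bovine liver glycogen (30 ug) in citrate pH 5.0, 0.01% Tween-20, 37 C 40 min. Released glucose detected by Amplex Red/glucose oxidase (Ex 573/Em 610); AC50 from Hill fits.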
Tau ThT inhib = blocks human tau fibril formation measured by thioflavin T | P10636 | recombinant tau K18 P301L, heparin-induced fibrillization, ThT fluorescence | Potency, µM (doses to about 57.4 µM), without a hit: at the top dose activity, negative = inhibition, hits mostly inhibitors | actives 2.1% (n = 270,000) | AID 1460; also: % is scaled to controls: 0 for no effect and ±100 for the full control effect; nearly all actives have a fitted effect of over 55% in size
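Heparin-induced fibrillization of the P301L-mutant K18 repeat-domain fragment of human tau was followed by ThT binding in quantitative high-throughput format.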
Tau fluor cs = counter-screen for tau fibril formation inhibitors; actives 0.93% (n = 280,000); tau K18 P301L (four-repeat tau fragment) Alexa594 fluorescence, heparin fibrillization; AID 1463; Potency, µM (highest dose often 57.7 µM), without a hit: at the highest dose activity change, negative = decrease; also: % is scaled to controls: 0 for no effect and ±100 for the full control effect; nearly all actives have a fitted effect of over 55% in size
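Human K18 P301L tau (15 uM unlabeled plus 0.24 uM Alexa 594-labeled, final) in 100 mM sodium acetate pH 7 was mixed with compound and 20 uM heparin and incubated 6 hr at 37 C.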
aGlu spleen mod = lysosomal alpha-glucosidase (human) modulation | actives 0.006% (n = 240,000) | P10253 | human spleen homogenate, 4-MU-alpha-glucoside fluorescence | Potency, µM (series often up to 79.9 µM), for inactives: at the top dose activity change, negative = inhibition, hits mostly inhibitors;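 also: 0% = enzyme with vehicle and -100% = no enzyme basal signal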
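AC50 values come from Hill-equation fits of concentration-response data, normalized to no-enzyme and full-activity controls. Enzyme source: 1 ug human spleen homogenate; 1 mM fluorogenic 4-MU glucoside, pH 5.0 citrate buffer, 37 C, 40 min.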
GLA spleen mod = inhibitors or activators of human alpha-galactosidase in spleen homogenate | P06280 | human spleen homogenate, 4MU-alpha-Gal fluorescence, 40 min | Potency, µM (top dose mostly 80 µM), for the others: at the top dose activity change, negative = inhibition, actives largely listed as inhibitors | actives 0.008% (n = 240,000) | AID 2107;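 also: 0% = enzyme with vehicle and -100% = no enzyme basal signal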
Target sequence (P06280 32-429 limits assumed): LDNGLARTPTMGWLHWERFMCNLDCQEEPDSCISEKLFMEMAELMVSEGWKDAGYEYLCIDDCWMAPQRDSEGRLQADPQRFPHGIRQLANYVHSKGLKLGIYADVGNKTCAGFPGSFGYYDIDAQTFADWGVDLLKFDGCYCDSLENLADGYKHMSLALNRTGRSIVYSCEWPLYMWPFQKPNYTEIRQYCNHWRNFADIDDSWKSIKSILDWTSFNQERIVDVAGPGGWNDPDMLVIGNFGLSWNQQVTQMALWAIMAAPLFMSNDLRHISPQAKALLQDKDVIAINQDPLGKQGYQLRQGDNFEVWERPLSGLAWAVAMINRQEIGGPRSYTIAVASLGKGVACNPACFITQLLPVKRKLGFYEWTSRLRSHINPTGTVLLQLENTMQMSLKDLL
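qHTS titration in buffer at pH 5.0. Alpha-galactosidase activity in spleen homogenate was measured via 4-methylumbelliferone release from 1 mM fluorogenic substrate after 40 min at 37C and a pH 10 stop. AC50 came from Hill fits of control-normalized data.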
GAA inh = alpha-glucosidase (human) inhibition; actives 0.005% (n = 200,000); Potency, µM (series often up to 76.9 µM), inactives show at the top dose activity change, negative = inhibition, most hits filed as inhibitors; P10253; purified human GAA, 4-MU-alpha-glucoside fluorescence;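 also: plate controls were uninhibited enzyme wells for no effect and no-enzyme background for full effect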
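Human enzyme at 4 nM with 400 uM 4-methylumbelliferyl-alpha-D-pyranoside, citrate/phosphate buffer pH 5.0, 0.005% Tween-20, 20 min at room temperature. Compounds up to 77 uM. 4-MU fluorescence (Ex 365/Em 440) read after NaOH/glycine stop; AC50 from Hill fit.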
HTT cytoprotect = Huntington cell model cytoprotection by ATP luminescence; Potency, µM (top dose mostly 56.4 µM), inactives show cytoprotection (ATP increase), actives largely listed as activators; PC12 HTT-Q103 induced, cytoprotection, ATP luminescence, 40 h; AID 1471; actives 0.14% (n = 230,000);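 also: % of control where 0% means no effect; nearly all actives have a fitted effect of over 45% in size; toxic huntingtin expression switched on by the ecdysone agonist tebufenozide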
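Huntington model: PC12 line, ecdysone-inducible HTTQ103 exon1–GFP, tebufenozide 100 nM. Test articles in a dose series. Endpoint luminescence from cellular ATP.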
An asterisk follows results filed as active; ? = inconclusive; nt = no result given; [ ] = remark or other dose. Calls follow the shape of the dose curve; as a rule, active = well fitted curve in the direction sought with a large enough effect; inconclusive = small, poorly fitted or top-dose-only effect, or another doubt; inactive = no such curve, though single readings can be large; an effect the other way counts as inactive or inconclusive. Potency is read from the fitted curve at half-maximal effect.

SMILES	Tau FP inhib	GAA glycogen	Tau ThT inhib	Tau fluor cs	aGlu spleen mod	GLA spleen mod	GAA inh	HTT cytoprotect
O=[N+]([O-])c1ccccc1-c1ccc(C(=S)N2CCCCC2)o1	-12%	-11%	?	?	1%	-3%	1%[15.4 µM]	2%[10 µM]
Cc1ccccc1C(=O)NCCCCc1ccccc1	3%	-5%	-3%	3%	1%	5%	7%	26%[10 µM]
CN1CCc2cc3c(c4c2C1CC41CCC(=NO)CC1)OCO3 (stereo unspecified)	-3%	-28%	0%	2%	4%	-7%	?	0%
COc1ccc(CN2CN(c3ccc(Cl)cc3)C(=O)N(n3cnnc3)C2)cc1	2%	6%	-7%	-6%	-1%	23%	-3%	?
CCCC1OC23CCCCC2C(C#N)(C#N)C1(C#N)C(=N)O3 (stereo unspecified)	?	2%	?	-17%	13%	?	?	20%[10 µM]
COC(=O)Cc1cc(=O)n2[nH]cnc2n1	5%	47%	4%	8%	-20%	27%	9%	4%
CC(=O)Nc1ccc(S(=O)(=O)Nc2cccc(NC(=O)c3ccco3)c2)cc1	-7%	5%	2%	-2%	-5%	-9%	-6%	?
CC12CCC(C(=O)NCc3ccc4c(c3)OCO4)(CC1=O)C2(C)C (stereo unspecified)	2%	2%	-6%	-3%	-5%	-4%	-6%	-5%
COc1c(C)cc(S(=O)(=O)NCCc2c(C)[nH]c3ccccc23)c(C)c1C	?	-20%[76.3 µM]	?	16µM*[quencher]	nt	nt	nt	nt
COCCn1c(SCC(=O)Nc2cc(C)on2)nnc1-c1ccco1	12%	-1%	-9%	1%	-6%	0%	2%	-7%[10 µM]
C=CCn1c(=O)c2ccccc2n2c(SCC(=O)NCCc3ccccc3)nnc12	4%	16%	8%	-2%	-7%	-1%	-1%	-26%[10 µM]
Cc1sc2nc(CSc3ccccc3)nc(N3CCC(C(N)=O)CC3)c2c1C	-6%	-12%	-19%	?	-1%	2%	-12%	-44%[inhibitor]
COC(=O)C(OC(=O)c1ccc(OC)cc1)C(=O)OC	-2%	-1%	-3%	-1%	-3%	-3%	3%	14%[10 µM]
O=C1c2ccccc2NC(c2ccc(-c3cccc(Cl)c3)o2)N1O (stereo unspecified)	2%	?	?	?	6%	8%	0%	-71%[inhibitor][10 µM]
C=CCn1c(Oc2cc(C)ccc2C)nc2c1c(=O)n(C)c(=O)n2C	2%	-1%	-4%	1%	-8%	7%	-5%	-2%
COc1cccc(NC(=O)Cn2c(=O)n(-c3cccc(OC)c3)c(=O)c3c4c(sc32)CCCC4)c1	?	-3%[76.3 µM]	16%	-15%	nt	nt	nt	nt
O=C1CC(SCc2nc3ccccc3[nH]2)C(=O)N1c1cccc(F)c1 (stereo unspecified)	2%	?	?	-17%	1%	5%	-6%	?
COc1ccc2c(c1)CCC/C2=N\Nc1nc(C(=O)NN)cs1	nt	?	nt	nt	4%	4%	nt	-9%[10 µM]
CC(=O)N1CCOc2cc(S(=O)(=O)Nc3c(C)cccc3C(C)C)c(Cl)cc21	9%	-18%[76.3 µM]	-15%	-11%	nt	nt	nt	nt
COc1cc(C(=O)NCc2nnc(SCC(=O)Nc3nc4ccc(C)cc4s3)o2)cc(OC)c1OC	-8%	-5%	-16%	-14%	-3%	1%	4%	8%[10 µM]
O=C(/C=C/c1cccnc1)c1ccc(NC(=O)c2cccc(Br)c2)cc1	-15%	6%	?	-12%	5%	3%	1%	-65%[inhibitor]
CCOC(=O)c1cccc(NC(=O)c2cc3sccc3n2C)c1	-4%	-1%	?	?	-5%	1%	-5%	-48%[inhibitor]
Cc1nnc(Nc2ccc(C(=O)N3CCOCC3)cc2)c2ccccc12	-3%	1%	-3%	-3%	0%	1%	10%	-20%[0.074 µM]
CC(=O)Cc1nsc(Nc2ccc3c(c2)OCCO3)n1	13%	-17%	?	-22%	12%	?	0%	2%
CCOc1cc(/C=C2/N=C(C)C(C(=O)OC)=C2O)ccc1O	-2%	?	?	-21%	-2%	-8%	-12%	0%[10 µM]

Ordered by SMILES length (high to low): some entries from above
SMILES	Tau FP inhib	GAA glycogen	Tau ThT inhib	Tau fluor cs	aGlu spleen mod	GLA spleen mod	GAA inh	HTT cytoprotect
COc1cc(C(=O)NCc2nnc(SCC(=O)Nc3nc4ccc(C)cc4s3)o2)cc(OC)c1OC	-8%	-5%	-16%	-14%	-3%	1%	4%	8%[10 µM]
CC(=O)N1CCOc2cc(S(=O)(=O)Nc3c(C)cccc3C(C)C)c(Cl)cc21	9%	-18%[76.3 µM]	-15%	-11%	nt	nt	nt	nt
COc1ccc(CN2CN(c3ccc(Cl)cc3)C(=O)N(n3cnnc3)C2)cc1	2%	6%	-7%	-6%	-1%	23%	-3%	?
O=C(/C=C/c1cccnc1)c1ccc(NC(=O)c2cccc(Br)c2)cc1	-15%	6%	?	-12%	5%	3%	1%	-65%[inhibitor]
Cc1sc2nc(CSc3ccccc3)nc(N3CCC(C(N)=O)CC3)c2c1C	-6%	-12%	-19%	?	-1%	2%	-12%	-44%[inhibitor]
O=C1CC(SCc2nc3ccccc3[nH]2)C(=O)N1c1cccc(F)c1 (stereo unspecified)	2%	?	?	-17%	1%	5%	-6%	?
O=C1c2ccccc2NC(c2ccc(-c3cccc(Cl)c3)o2)N1O (stereo unspecified)	2%	?	?	?	6%	8%	0%	-71%[inhibitor][10 µM]
CCOc1cc(/C=C2/N=C(C)C(C(=O)OC)=C2O)ccc1O	-2%	?	?	-21%	-2%	-8%	-12%	0%[10 µM]
COCCn1c(SCC(=O)Nc2cc(C)on2)nnc1-c1ccco1	12%	-1%	-9%	1%	-6%	0%	2%	-7%[10 µM]
COC(=O)C(OC(=O)c1ccc(OC)cc1)C(=O)OC	-2%	-1%	-3%	-1%	-3%	-3%	3%	14%[10 µM]
COC(=O)Cc1cc(=O)n2[nH]cnc2n1	5%	47%	4%	8%	-20%	27%	9%	4%
Cc1ccccc1C(=O)NCCCCc1ccccc1	3%	-5%	-3%	3%	1%	5%	7%	26%[10 µM]

The list continues:
SMILES	Tau FP inhib	GAA glycogen	Tau ThT inhib	Tau fluor cs	aGlu spleen mod	GLA spleen mod	GAA inh	HTT cytoprotect
CC1Cc2ccccc2C(=O)N1 (stereo unspecified)	5%	-2%	-9%	-1%	-5%	-4%	8%	15%[10 µM]
CCOC(=O)Cc1csc(NC(=O)CSc2nnc(C3CC3)n2C)n1	7%	-2%	-8%	6%	2%	3%	-1%	0%[10 µM]
CCc1c(C)nc(SCC(=O)c2cccs2)c(C#N)c1C	-6%	0%	?	?	-8%	13%	-10%	-34%
COc1ccc(-c2nn(-c3ccccc3)cc2/C=C/C(=O)NCCCn2ccnc2)cc1OC	-10%	-6%	-8%	?	0%	3%	-10%	-53%[inhibitor]
C#CCN(Cc1ccco1)C(=O)c1cc(COc2ccc(F)cc2Cl)on1	-3%[2.34 µM]	?	13µM*	-64%	6%	6%	?	-48%[inhibitor][10 µM]
COC(=O)c1cc(NC(=O)CN(c2ccc3c(c2)OCO3)S(C)(=O)=O)ccc1Cl	-2%	6%	3%	-15%	-7%	-9%	-4%	-22%
COc1ccc(C2CC(=O)c3c([nH]c(C(=O)OCCOc4ccccc4)c3C)C2)cc1OC (stereo unspecified)	-10%	-1%[76.3 µM]	0%	-12%	nt	nt	nt	nt
C#CCOCCOCCOCCNc1nc(N2CCN(C(=O)[C@H](CCCCN)n3cc(CCCC)nn3)CC2)nc(N2CCN(C(=O)[C@H](Cc3ccc(O)cc3)n3cc(CCO)nn3)CC2)n1	3%	-2%	-16%	-4%	-11%	-1%	3%	nt
COc1ccccc1C(=O)Nc1ccc(C(=O)c2ccccc2)cc1	-7%	0%	-11%	?	-1%	-3%	-1%	-52%[inhibitor]
Cc1nc(NC(=S)NC(=O)c2ccccc2)sc1C	-6%	2%	-6%	5%	3%	7%	nt	-3%[10 µM]
COc1ccccc1/C=C/C(=O)Nc1cccc(C(C)=O)c1	?	-1%	-12%	-26%	-1%	-3%	4%	-27%
O=C(CN(CCO)c1ccccc1)Nc1cccc(S(=O)(=O)N2CCCC2)c1	7%	-13%	-4%	-25%	5%	5%	5%	-7%
COc1cc(C)c2occ(/C(C)=N\O)c2c1	-5%	-5%	-16%	-10%	-5%	12%	-4%	0%
CCOc1ccc(-c2c(=O)n(OCc3ccccc3Br)c3ccccc3[n+]2[O-])c(OCC)c1	-2%	20%	-10%	-13%	-2%	-4%	-8%	-3%[10 µM]
CCCCc1ccc(S(=O)(=O)Nc2cc(C)on2)cc1	12%	-7%	-2%	0%	-2%	-2%	-4%	-1%[10 µM]
C/C=C\C=C/C(=O)Nc1cccc(C2=NOC3(C2)C[C@@H](C(N)=O)N(C(=O)COc2ccc(Cl)cc2)C3)c1 (stereo partly specified)	11%	-4%	?	24%	2%	7%	nt	-3%[10 µM]
O=C(Nc1ccc2c(c1)OCCO2)C1CCC1	3%	4%	-7%	5%	-2%	-2%	-3%	-1%
COc1ccc2c(C)c(CCC(=O)NCc3ccccc3Cl)c(=O)oc2c1C	-1%	12%[76.3 µM]	-14%	-20%	nt	nt	nt	nt
Cc1cc(/C=C(\C#N)C(=O)NCCc2c[nH]c3ccccc23)c(C)n1C	11%	-5%	?	?	10%	1%	2%	10%[10 µM]
CC(C)Oc1ccc(C(=O)N2CCCC2C(=O)O)cc1 (stereo unspecified)	8%	4%	-9%	6%	2%	4%	-6%	-10%[10 µM]
CCOC(=O)C1CCN(Cc2cnc(Oc3ccc(Cl)cc3C)s2)CC1	-1%	5%	-9%	-2%	-23%	1%	2%	11%
O=C(Nc1nc(=S)ss1)c1ccc(Cl)cc1Cl	?	3%	32µM*	-10%	-7%	-5%	2%	-10%
Cc1cc2c(c(N)n1)c(=O)oc1ccccc12	-7%	2%	-4%	-7%	1%	2%	?	-34%
COc1cccc(/C=N/NC(=O)C[n+]2ccccc2)c1O	-10%	4%	?	-5%	2%	0%	-13%	10%[10 µM]
